CHRM5 antagonist: blocks acetylcholine activation of human M5 receptor | P08912 | CHO-hM5 cells, Fluo-8 calcium fluorescence, ACh EC80 | inhibition, % at 3 µM | hit rate 0.59% among 360,000;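 active = inhibition above a per-plate cutoff, the mean of that plate's test compounds plus 3 SD, cut at about 27% in these data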;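 note: 0% = acetylcholine EC80 with DMSO and 100% = DMSO without agonist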
CHRM4 agonist: CHRM4 agonism in calcium assay; hit rate 0.14% among 360,000; activation, % at 3 µM; AID 624127; P08173; CHO-K1 hM4/Gqi5, Fluo-8 calcium fluorescence; vehicle 0%, full acetylcholine response 100%;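 active = activation above the run mean over all test wells plus 3 SD, cut at about 32% in these data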;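 note: peak over basal fluorescence ratio per well then scaled between controls; 0% = DMSO wells and 100% = acetylcholine at EC100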
TAAR1 agonist: human TAAR1 agonism; AID 624467; hit rate 0.99% among 360,000; activation, % at 3 µM; Q96RJ0; CHO RD-HGA16 TAAR1, Fluo-8 calcium fluorescence; vehicle wells 0%, saturating PEA agonist 100%;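 active = activation above the mean activation of all test compounds in the run plus 3 SD, cut at about 38% in these data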
Target sequence (Q96RJ0 whole entry, looked up): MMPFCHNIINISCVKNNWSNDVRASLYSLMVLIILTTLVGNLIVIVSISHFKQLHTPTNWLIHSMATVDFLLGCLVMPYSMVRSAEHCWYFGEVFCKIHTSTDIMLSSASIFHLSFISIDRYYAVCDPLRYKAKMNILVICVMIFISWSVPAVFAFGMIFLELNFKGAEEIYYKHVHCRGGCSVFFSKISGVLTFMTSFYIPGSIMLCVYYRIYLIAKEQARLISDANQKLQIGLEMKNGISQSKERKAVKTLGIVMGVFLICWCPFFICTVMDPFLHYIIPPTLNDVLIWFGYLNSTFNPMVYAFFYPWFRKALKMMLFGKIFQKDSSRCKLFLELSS
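Test system: RD-HGA16 (CHO) cells co-expressing Gα16 and hTAAR1; dosing: one-point dosing at 3 µM (nominal); timing: 17-24 h seeding, 75 min 37 °C dye, 30 min RT; signal: kinetic Fluo-8 calcium fluorescence; read-out basis: % activation relative to PEA EC100 response; controls: DMSO and PEA EC100; replicates: n 1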
M1 PAM: potentiates human M1 receptor response to acetylcholine; CHO-K1 hM1, Fluo-8 calcium fluorescence, ACh EC20; 0% = ACh EC20, 100% = maximal ACh; activation, % at 3 µM; hit rate 0.088% among 360,000; AID 588819; in the data active = activation above about 19%, passing the limit was not always enough
Target sequence (P11229 whole entry, looked up): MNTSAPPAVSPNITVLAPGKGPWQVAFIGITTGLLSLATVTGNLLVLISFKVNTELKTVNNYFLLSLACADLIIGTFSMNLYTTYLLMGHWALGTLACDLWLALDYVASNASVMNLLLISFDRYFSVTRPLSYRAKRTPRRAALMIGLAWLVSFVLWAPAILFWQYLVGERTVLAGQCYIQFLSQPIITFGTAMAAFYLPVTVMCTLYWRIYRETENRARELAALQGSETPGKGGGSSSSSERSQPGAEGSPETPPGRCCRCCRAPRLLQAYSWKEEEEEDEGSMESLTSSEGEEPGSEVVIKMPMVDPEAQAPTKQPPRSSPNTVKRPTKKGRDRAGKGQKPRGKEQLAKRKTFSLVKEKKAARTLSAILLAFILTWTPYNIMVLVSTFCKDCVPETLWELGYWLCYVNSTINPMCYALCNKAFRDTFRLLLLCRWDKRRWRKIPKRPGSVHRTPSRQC
M1 antag: blocks human M1 muscarinic receptor; P11229; CHO-K1 hM1, Fluo-8 calcium fluorescence, ACh EC80 antagonist; inhibition, % at 3 µM; hit rate 1.3% among 360,000;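 active = percent inhibition above its own plate's cutoff, namely the mean of that plate's compound wells plus 3 SD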;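 note: peak over basal fluorescence ratio during 140 s after agonist addition; 0% = ACh EC80 plus DMSO and 100% = DMSO alone without agonist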
M1 ag: activates human CHRM1 receptor; P11229; CHO-K1 hM1, Fluo-8 calcium fluorescence, agonist mode; 0% DMSO, 100% acetylcholine EC100; activation, % at 3 µM; hit rate 0.33% among 360,000; AID 588814;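 active = activation above the run's mean compound activation plus 3 SD, cut at about 16% in these data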;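 note: peak over basal fluorescence ratio within a 140 s kinetic read after compound addition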
M5 ag: agonists of human muscarinic M5 receptor (CHRM5). P08912. CHO-K1 hM5 cells, Fluo-8 calcium fluorescence; 0% DMSO wells, 100% maximal acetylcholine response. activation, % at 3 µM. hit rate 0.19% among 360,000;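 active = activation above the run's mean over test compounds plus 3 SD, cut at about 23% in these data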;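 note: signal is peak over basal fluorescence ratio across the kinetic read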
M4 antag: antagonists of human muscarinic M4 receptor (CHRM4); hit rate 0.73% among 360,000; AID 624125; inhibition, % at 3 µM; CHO-hM4 cells, ACh EC80, Fluo-8 calcium fluorescence; P08173;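 active = inhibition above its plate's cutoff, the mean inhibition of sample wells plus 3 SD, cut at about 27% in these data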;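 note: 0% = acetylcholine EC80 with DMSO and 100% = DMSO without agonist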
M5 PAM: CHRM5 positive allosteric modulation; P08912; CHO-K1 hM5, Fluo-8 calcium, ACh EC20 PAM; 0% = ACh EC20, 100% = ACh EC100; activation, % at 3 µM; hit rate 0.3% among 360,000; AID 624038;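 active = activation above the run cutoff, the mean activation of all test compounds plus 3 SD, cut at about 18% in these data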
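Assay system: CHO-K1 hM5 cells / Incubation: Fluo-8 loading 80 min at 37 °C plus 30 min room temperature / Technique: Fluo-8 calcium dye fluorescence, kinetic read / Repeats: single replicate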
* hit, by the source's call; . = no result given. The list is partial; count on the stated rates, not on these rows.

SMILES	CHRM5 antagonist	CHRM4 agonist	TAAR1 agonist	M1 PAM	M1 antag	M1 ag	M5 ag	M4 antag	M5 PAM
COc1ccccc1-c1cc(C(F)(F)F)nc(S(=O)(=O)CCCC(=O)NC(C)C)n1	12	-1	-1	6	-26	-2	-3	2	-7
CC(C)CC1C(=O)N(Cc2cn(CC3CCCCC3)nn2)CCS(=O)(=O)N1Cc1ccc(-c2ccc(Cl)c(Cl)c2)cc1 (stereo unspecified)	-6	0	0	24	-17	12	2	-12	-1
COc1ccc(C(=O)c2oc3ccc(Br)cc3c2NC(C)=O)cc1	2	7	0	-6	-1	0	2	0	-6
O=C(NCCCn1ccnc1)c1cc2c(s1)CCCCC2	-7	1	8	-5	4	-7	-6	5	2
O=c1oc2ccc(Br)cc2cc1-c1nc2ccccc2o1	6	1	3	4	-10	-2	-1	5	0
Cc1cc(-c2nnc(SCC(=O)Nc3ccccc3F)n2N)n[nH]1	12	1	10	6	-5	-2	-3	4	-2
Cc1cc(N)n(-c2cc(C)c3ccccc3n2)n1	5	0	-1	9	-14	-5	-2	-1	1
CCCCN(C(=O)c1cc(Cl)nc2ccccc12)c1c(N)n(CCCC)c(=O)[nH]c1=O	-1	0	-1	10	-2	3	0	-12	1
O=[N+]([O-])c1cccc(S(=O)(=O)NCCc2ccccc2)c1	14	0	4	15	-26	-1	-5	1	-6
COc1cc(C(=O)Nc2cc(C(F)(F)F)ccc2N2CCOCC2)ccc1O	-2	0	0	15	-11	-5	-4	2	6
Cc1coc2c(C)c3oc(=O)c(CCC(=O)N[C@@H](C)C(=O)N[C@@H](Cc4ccccc4)C(=O)O)c(C)c3cc12	-2	1	0	6	-7	-3	0	-15	7
Cc1ccc(C(C(=O)NCc2ccco2)N(C(=O)CNC(=O)c2cccs2)c2ccc(C)cc2C)cc1 (stereo unspecified)	-14	0	9	12	-11	-4	1	-6	12
CS(=O)(=O)C1=NSC2=NC(=O)/C(=C\c3cccn3-c3ccccc3Cl)C(=N)N21	4	1	5	7	-9	0	1	-14	-7
CCn1c(/C=C2\C(=O)N(C)c3ccccc32)nc2ccccc2c1=O	4	8	9	3	-6	-2	3	-9	-6
CCOC(=O)c1c(C)[nH]c(C(=O)OCC(=O)Nc2ccc(OC)c(Cl)c2)c1C	-1	0	-1	11	-16	-2	-1	7	0
COc1cccc(NC(=O)CCCCCn2nnc3ccccc3c2=O)c1	-3	3	-1	4	-6	-3	0	-12	-6
CN(C)S(=O)(=O)c1ccc(C(=O)Nc2nc3ccccc3[nH]2)cc1	-6	3	13	5	1	-1	1	4	0
CCSC1=NC(C)(C)C=C(C)N1	5	0	14	4	-9	-3	-1	-1	1
CCCc1ccc(Oc2cn[nH]c2-c2ccc(O)c(C)c2O)cc1	5	13	16	3	5	3	8	2	-3
CCN(C[C@H]1N[C@@](CC)(C(=O)OC)[C@H]2C(=O)N(C)C(=O)[C@@H]12)C(=O)Nc1ccc(C)cc1	1	0	1	10	0	2	0	-18	-3
CCC(c1nnnn1Cc1ccco1)N1CCN(c2cc(Cl)ccc2C)CC1 (stereo unspecified)	-7	0	-2	-1	-29	-4	-11	-18	5
C=CCN(CC=C)C(=S)NC(=O)c1ccc(C)c(Br)c1	7	-1	-1	-2	0	-7	-5	8	-6
Cc1cc(C(=O)NC(=S)Nc2ccccc2N2CCCC2)ccc1[N+](=O)[O-]	2	0	6	8	-7	-7	-3	-3	-6
O=C(O)c1cccc2c1C(=O)c1ccc(-c3ccc(Cl)c(C(F)(F)F)c3)cc1S2(=O)=O	14	-2	.	8	0	-2	-3	8	-1
COc1ccc(-c2nnc(SCC(C)C)o2)cc1	4	-1	1	-6	14	-2	-2	-3	1

Five structures out of the list, ordered by length of the SMILES, high to low:
SMILES	CHRM5 antagonist	CHRM4 agonist	TAAR1 agonist	M1 PAM	M1 antag	M1 ag	M5 ag	M4 antag	M5 PAM
CC(C)CC1C(=O)N(Cc2cn(CC3CCCCC3)nn2)CCS(=O)(=O)N1Cc1ccc(-c2ccc(Cl)c(Cl)c2)cc1 (stereo unspecified)	-6	0	0	24	-17	12	2	-12	-1
CS(=O)(=O)C1=NSC2=NC(=O)/C(=C\c3cccn3-c3ccccc3Cl)C(=N)N21	4	1	5	7	-9	0	1	-14	-7
COc1cccc(NC(=O)CCCCCn2nnc3ccccc3c2=O)c1	-3	3	-1	4	-6	-3	0	-12	-6
O=c1oc2ccc(Br)cc2cc1-c1nc2ccccc2o1	6	1	3	4	-10	-2	-1	5	0
O=C(NCCCn1ccnc1)c1cc2c(s1)CCCCC2	-7	1	8	-5	4	-7	-6	5	2

(more compounds)
SMILES	CHRM5 antagonist	CHRM4 agonist	TAAR1 agonist	M1 PAM	M1 antag	M1 ag	M5 ag	M4 antag	M5 PAM
O=C(O)/C=C/c1ccc2noc(-c3ccccc3)c2c1	7	0	1	6	-17	0	2	-5	1
CC1Sc2ccc(C(=O)O)cc2NC1=O (stereo unspecified)	2	0	6	8	2	-4	2	-2	3
CCCCOc1ccc(N2C(=O)CC(N(O)c3ccccc3)C2=O)cc1 (stereo unspecified)	-2	2	6	3	3	-4	2	-9	0
N#CC1=C(N)OC2=C(CN(Cc3ccccc3)C/C2=C\c2cccnc2)C1c1cccnc1 (stereo unspecified)	-7	1	6	9	-15	-4	0	5	1
COc1ccc(C2CC(c3ccccc3)=NN2C(=O)c2cccs2)cc1 (stereo unspecified)	9	-1	10	-7	10	-3	-1	-12	14
CC(C)(C)c1ccc(CS(=O)(=O)CC(O)CN2CCCC2=O)cc1 (stereo unspecified)	3	1	-2	8	-14	-4	-1	-5	-2
O=C(NC(=S)Nc1ccc(Cc2ccncc2)cc1)c1ccc(F)cc1	11	18	24	-3	4	4	0	3	-19
CCOC(=O)c1[nH]c(C)c(C(=O)Nc2ccccc2C)c1C	-5	0	0	5	-12	-5	-2	-5	-2
Cc1cc(CC(C)C)n(-c2nc3ccccc3c(=O)n2OCC(N)=O)n1	-6	1	9	-2	-8	-4	-5	4	-5
Cc1c(NC(=O)/C=C/c2cn(-c3ccccc3)nc2-c2ccc(F)cc2)c(=O)n(-c2ccccc2)n1C	13	1	4	7	-14	-4	0	16	-3
Cc1ccn2c(NC(=O)c3cccs3)c(-c3ccccc3)nc2c1	-8	4	0	-1	-6	-12	-4	4	-2
COc1ccc(OC)c(C2NC(=O)N(C)C(C)=C2C(=O)OCc2ccccc2)c1 (stereo unspecified)	-9	2	1	9	-15	-1	-3	-10	-7
CCC(=O)Nc1nc2ccccc2n1Cc1ccccc1	0	1	10	4	-12	-11	-2	-8	0
COc1ccc2cc3c(N)c(C(=O)NCc4ccco4)sc3nc2c1	5	2	13	11	-8	-4	-1	0	0
COc1cccc(-c2nnc(SCC(=O)Nc3ccc(OC)c(OC)c3)n2N)c1	-5	0	3	10	-9	2	-3	-20	1
CCn1c(=O)c(C(=O)NC(C)c2ccccc2)c(O)c2ccccc21 (stereo unspecified)	6	0	3	12	-11	1	-3	-8	7
CS(=O)(=O)Nc1ccccc1C(=O)Nc1cccc(Cl)c1	1	23	15	-9	10	3	12	2	-17
CCOC(=O)c1ccc(NC(=O)CCc2nnc3ccc(N4CCCC4)nn23)cc1	-7	3	30	7	-9	-3	-3	-1	3
COc1cccc(-c2nc(CC(=O)O)cs2)c1OC	1	0	2	10	-16	1	0	2	4
CCN(CC)S(=O)(=O)c1ccc(N2CCOCC2)c(NC(=O)c2cc3ccccc3oc2=O)c1	1	2	0	3	0	-9	-4	-13	2
CCOc1ccc(NC(=O)CCNS(=O)(=O)c2ccc3c(c2)CCC(=O)N3)cc1	-6	0	0	-4	9	-5	-3	-6	-1
Cc1ccc(NC(=O)C2(S(=O)(=O)c3ccc(Cl)cc3)CC2)c(Br)c1	12	-1	-1	1	1	-3	3	5	4
CCc1cccc(C)c1NC(=O)COC(=O)CNS(=O)(=O)/C=C/c1ccccc1	11	4	0	-5	3	-5	-2	1	-8
COc1ccccc1-n1c(=O)oc2ccc(Cl)cc2c1=O	-5	11	6	4	0	2	5	-11	-7
Cc1nc2ccccc2cc1O	7	2	7	5	-3	-3	0	3	-3
Next part.
SMILES	CHRM5 antagonist	CHRM4 agonist	TAAR1 agonist	M1 PAM	M1 antag	M1 ag	M5 ag	M4 antag	M5 PAM
O=C(Nc1ccccc1)c1ccc(S(=O)(=O)NCC2CCCO2)cc1 (stereo unspecified)	7	4	6	-1	-1	-4	0	-28	-5
CCCOC(=O)c1c(NC(=O)CCCn2nc([N+](=O)[O-])c(Cl)c2C)sc(C(=O)OC)c1C	-1	1	-1	8	-6	-7	3	-4	7
NNc1nc2c(-c3cccc(C(F)(F)F)c3)nnn2c2ccccc12	7	7	8	10	-18	2	0	-11	-1
CN1CCN(C(=O)CN(Cc2ccc(Cl)cc2)S(C)(=O)=O)CC1	-5	1	5	-1	-31	-9	-7	-9	4
CCOC(=O)c1sc(NC(=O)CSc2nc(O)c(Cc3ccccc3)c(=O)[nH]2)nc1C	-1	0	1	5	-5	-6	-5	3	-3
Cc1cc(=O)oc2cc(NC(=O)c3ccccc3OC(F)F)ccc12	18	1	0	5	-2	-4	-3	-1	-7
CC(=O)c1ccc(N2CCN(C(=O)Cc3cccs3)CC2)cc1	11	2	2	-1	3	-5	3	7	-9
O=C(CCC1COc2ccccc2O1)NC1CCCCC1 (stereo unspecified)	-1	3	1	3	-4	-2	1	1	-6
CC(C)(C)c1ccc(OCC(=O)Nc2ccc(C(=O)Nc3ccccc3C(=O)O)cc2)cc1	-3	-1	-1	5	-8	-4	1	7	0
COc1ccc(OC)c(Nc2nc3nonc3nc2N2CCCC(C)C2)c1 (stereo unspecified)	-3	1	1	12	-7	-5	1	-5	3
COc1cccc(NC(=O)C2CCN(C(=O)[C@@H]3Cc4ccccc4CN3C(=O)OC(C)(C)C)CC2)c1	8	15	15	1	13	6	3	-2	-8
CCc1nc2c(OCc3ccc(Cl)cc3Cl)cccn2c1N(C)C(=O)C(C)C	-5	1	0	-10	2	-8	-3	-18	1
O=C(CSc1nnc(-c2ccccc2)c(-c2ccccc2)n1)NCc1ccco1	4	1	13	9	-20	-4	-2	-3	-2
COC(=O)CSc1cc(C)nc2ccc(OC)cc12	-2	0	4	4	-9	-5	-4	-2	-6
C=CCNc1c2c(nc3nnnn13)CCCC2	3	1	6	12	-17	-4	3	-4	-2
CC(C)Cc1ccc(S(=O)(=O)N2CCOCC2)cc1	1	0	13	1	-4	-12	-5	6	-3
O=C(CCNC(=O)c1ccco1)Nc1nc(-c2ccccc2)cs1	5	11	8	-9	11	1	2	-12	-3
O=C(Nc1ccc(S(=O)(=O)Nc2nccs2)cc1)c1ccc(S(=O)(=O)N2CCOCC2)cc1	1	0	5	11	-7	-7	-3	0	1
CCN(CC)C(=O)Oc1cc(=O)n2c3c(cccc13)CCC2	3	0	0	8	-7	-4	0	13	-3
O=C(Nc1nc(-c2ccccn2)cs1)C1COc2ccccc2O1 (stereo unspecified)	2	20	8	-3	3	-2	3	-4	-10
COc1ccc(N2CCN(C3CCCN(Cc4ccc(F)cc4)C3)CC2)cc1 (stereo unspecified)	-3	1	-1	18	-21	-6	2	12	10
CCOc1ccc(N=C2NC(=O)S/C2=C\c2ccc(O)cc2)cc1	-2	2	4	5	-10	-3	-1	19	-4
Cc1ccc(C(=O)NNC(=O)c2ccc3ccccc3c2)cc1	6	3	1	2	-14	0	3	-4	1
CC(C)C1S/C(=N/N=C/c2ccco2)NC1=O (stereo unspecified)	5	2	10	1	1	-2	2	30*	-4

Screens as filed in PubChem.
